# HT29 cell growth-1 – HT29 colon tumor cell growth inhibition, primary screen, imaging, high content imaging, 24 h, CellTiter-Glo (AID 770); HT29 cell number by imaging, 24 h; active compounds read high; growth inhibition, % at 10 µM; 3,300 tested, under 10 active;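 active means growth inhibition above 90% in viable cell count at a single dose; inactive means growth inhibition below 90%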
# A549 NSCLC growth – A549 NSCLC cell proliferation inhibitors – ATP luminescence, human non-small cell lung line, primary screen (AID 371) | growth inhibition, % at 10 µM | A549 growth inhibition, ATP luminescence; active compounds read high | 3,300 tested, 8.4% active;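 active means mean growth inhibition over the two runs of 50% or more; inactive means mean growth inhibition under 50%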;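 further: compound exposure lasted 72 h before the ATP read; 0% = untreated cell signal and 100% = no luminescence left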
# AID772 – HT29 colon tumor cell growth inhibition, primary screen, imaging, high content imaging, 72 h, CellTiter-Glo (AID 772); 3,300 tested, 0.6% active; growth inhibition, % at 10 µM; HT29 cell growth, HCS imaging cell count, 72 h; active compounds read high;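 active means growth inhibition above 90%, meaning viable cell count cut by more than 90% versus vehicle controls; inactive means growth inhibition below 90%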
# AID364 – cytotoxicity toward Jurkat T cells, primary screen, cell-based, Jurkat E6.1, NIH starter set (AID 364) | inhibition, % at 4 µM; hits with a dose series show CC50 in µM | Jurkat E6.1 viability, ATP luminescence, 48 h; higher % means a stronger effect | 3,300 tested, 2% active;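 active means concentration giving half-maximal inhibition at or below 20 micromolar; inactive means half-maximal concentration above 20 micromolar, or not dose tested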;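 further: 100% = cells treated with 4 µM doxorubicin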
# HT29 cell growth-2 – HT29 colon tumor cell growth inhibition, primary screen, imaging, high content imaging, 48 h, CellTiter-Glo (AID 771) | HT29 cell growth, HCS imaging cell count, 48 h; active compounds read high | growth inhibition, % at 10 µM | 3,300 tested, 2% active;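 active means growth inhibition above 90%, meaning viable cell count by imaging cut by more than 90% versus vehicle controls; inactive means growth inhibition below 90%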;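 further: percent fewer viable cells counted by imaging than vehicle controls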
# HT29 cell growth-1 condensed nuclei – recorded beside HT29 cell growth-1, whose call it bears; condensed nuclei, %; measured here: percent cells with condensed nuclei;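 share of cells whose nuclear area falls below control median minus 1.5 SD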
# HT29 cell growth-1 ATP viability – second read-out of HT29 cell growth-1, no call of its own (marks repeat the call); growth inhibition, %; measured here: ATP CellTiter-Glo viability
# HT29 cell growth-2 condensed nuclei – recorded beside HT29 cell growth-2, whose call it bears; condensed nuclei, %; measured here: percent cells with condensed nuclei;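 condensed means Hoechst nuclear area under control median minus 1.5 SD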
# HT29 cell growth-2 ATP viability – also measured in HT29 cell growth-2; calls as there; growth inhibition, %; measured here: ATP CellTiter-Glo viability inhibition
# AID772 condensed nuclei – recorded beside AID772, whose call it bears; condensed nuclei, %; measured here: percent cells with condensed nuclei;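 condensed means nuclear area below control median minus 1.5 SD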
# AID772 second – further read-out of AID772, marked with its call; growth inhibition, %; measured here: ATP CellTiter-Glo viability
# Active calls of the source: *; · = not tested or not shown. Not all compounds are listed; the hit share may differ from the screen's.
# Each structure is followed by: HT29 cell growth-1	HT29 cell growth-1 condensed nuclei	HT29 cell growth-1 ATP viability	A549 NSCLC growth	AID772	AID772 condensed nuclei	AID772 second	AID364	HT29 cell growth-2	HT29 cell growth-2 condensed nuclei	HT29 cell growth-2 ATP viability
- CCOCCn1c(SCc2c(F)cccc2Cl)nc2c1c(=O)[nH]c(=O)n2C
    19	1.5	-3	8	26	11	30	-2%	17	0.4	-18
- Cc1ccc(CNC(=O)c2cc3c(=O)n4ccccc4nc3n(CC3CCCO3)c2=N)cc1 (configuration not stated)
    23	2.9	11	44	30	2	15	4%	25	2.3	34
- CC(=O)Nc1nnc(S(N)(=O)=O)s1
    -15	4.8	-31	9	-81	3	-47	-7%	-32	1.9	·
- CCCc1cc(=O)[nH]c(=S)[nH]1
    -12	3.9	-16	-1	-58	4	-29	-7%	10	3.9	·
- CCOC(=O)C1=C(C)NC(=O)C1CC(=O)Nc1ccccc1 (configuration not stated)
    -12	3.2	-1	-1	8	11	1	-8%	-6	1.7	-8
- CCCSc1nc(N2CCCC2)c2c(c1C#N)CC(C)(C)OC2
    22	12	17	18	65	9	56	10%	58	9.7	48
- CCC1(C)Cc2c(sc3c2c(=O)n(C)c2nnc(SCC(=O)c4ccc(Cl)cc4)n32)CO1 (configuration not stated)
    34	4.9	-11	10	-13	2	-35	7%	1	14	10
- CCOc1cccc(C2C(C#N)=C(N)Oc3cc(C)oc(=O)c32)c1OCC (configuration not stated)
    -30	1.8	-5	4	-59	6	-72	-10%	-10	11	-20
- Cc1cc(C)n(C(=O)CNC(=O)C2COc3ccccc3O2)n1 (configuration not stated)
    -2	4.9	2	7	-7	3	5	-3%	45	0.5	8
- Clc1ccccc1CN(Cc1ccccc1)c1ncnc2nc[nH]c12
    5	5.0	-2	34	-67	3	-34	4%	20	3.7	0
- CCOc1ccc(S(=O)(=O)N(C)CCO)cc1-c1nc2c(C(C)(C)C)nn(C)c2c(=O)[nH]1
    -11	3.6	-1	22	36	18	23	12%	39	0.9	17
- COc1ccc(OC)c(NS(=O)(=O)c2ccc(N3CCCC3=O)cc2)c1
    23	1.4	-6	62*	-97	2	-54	0.19µM*	11	3.1	2
- CN1CCN(C2=Nc3cc(Cl)ccc3Nc3ccccc32)CC1
    7	2.0	1	26	35	2	8	-2%	0	2.3	·
- CCCn1c(SCC#N)nc2c(c1=O)C1(CCCC1)Cc1ccccc1-2
    22	8.5	23	21	81	11	86	2%	22	8.4	57
- O=c1c2sc3nc(N4CCOCC4)c4c(c3c2ncn1Cc1ccco1)CCCC4
    43	4.0	19	23	54	10	28	6%	55	24	24
- CCN(CC)S(=O)(=O)c1cccc2c(N(C)C)cccc12
    -3	3.3	5	28	-84	4	-46	-4%	14	4.7	-9
- CC[C@H]1OC(=O)C[C@@H](O)[C@H](C)[C@@H](O[C@@H]2O[C@H](C)C[C@H](N(C)C)[C@H]2O)[C@@H](CC=O)C[C@@H](C)C(=O)C=C[C@]2(C)O[C@H]2[C@@H]1C
    0	2.1	-13	24	76	6	45	16%	62	3.5	·
- FC(F)(F)c1cccc(N2CCc3cn[nH]c32)c1
    21	4.2	-4	22	31	15	-9	-2%	7	2.5	6
- Cc1ccccc1COc1ccc(/C(O)=C2/C(=O)C(=O)N(CCCn3ccnc3)C2c2ccco2)cc1 (configuration not stated)
    -18	2.8	-25	2	-37	4	-56	-8%	-61	2.1	-13
- CCc1ccc(-c2cn3nc(C)c(C)nc3n2)cc1
    -14	2.5	-8	8	43	8	-3	-3%	9	0.8	2
- CCOC(=O)NC(Nc1cc(C)on1)(C(F)(F)F)C(F)(F)F
    -33	4.4	-15	-2	17	7	-28	5%	3	2.4	-9
- O=c1[nH]c(CN2CCCCC2)nc2c1C1(CCCC1)Cc1ccccc1-2
    2	1.8	-2	3	2	2	5	-3%	-11	3.2	6
- COC(=O)CN(c1cc(OC)ccc1OC)S(=O)(=O)c1ccc(OC)c(OC)c1
    6	7.4	-8	2	59	2	8	5%	-13	1.7	5
- CCCCC[C@H](O)/C=C/[C@H]1C=CC(=O)[C@@H]1C/C=C\CCCC(=O)O
    10	6.7	-10	20	-16	2	-31	3%	29	5.0	·
- COc1ccc(CC(=O)OCN2C(=O)c3ccccc3C2=O)cc1
    9	2.4	-3	3	1	2	-30	1%	-24	2.2	-13
- CSc1nc2sc3c(c2c2nnnn12)CC(C)(C)OC3
    32	2.9	11	9	-26	4	-18	6%	13	4.8	34
- COc1ccc(CCCNC(=O)CC#N)cc1OC
    -9	2.8	0	0	-20	7	2	-7%	-14	2.5	-21
- C=CCSc1nc(C)c(CC=C)c(=O)[nH]1
    -12	2.8	-14	-2	-5	6	-16	9%	19	2.4	-5
- Cn1c(/C(C#N)=C/Nc2ccccn2)nc2ccccc21
    -9	5.4	-5	20	-85	5	-87	-8%	46	4.8	-23
- CCCOc1ccc(N2C(=O)CC(N(CCC)C(=O)CCC(=O)O)C2=O)cc1 (configuration not stated)
    17	2.7	-4	0	6	2	-4	-1%	3	2.7	-10

# Sorted by SMILES length (high to low): part of the list above.
# Each structure is followed by: HT29 cell growth-1	HT29 cell growth-1 condensed nuclei	HT29 cell growth-1 ATP viability	A549 NSCLC growth	AID772	AID772 condensed nuclei	AID772 second	AID364	HT29 cell growth-2	HT29 cell growth-2 condensed nuclei	HT29 cell growth-2 ATP viability
- CCCCC[C@H](O)/C=C/[C@H]1C=CC(=O)[C@@H]1C/C=C\CCCC(=O)O
    10	6.7	-10	20	-16	2	-31	3%	29	5.0	·
- COc1ccc(CCCNC(=O)CC#N)cc1OC
    -9	2.8	0	0	-20	7	2	-7%	-14	2.5	-21
- CC(=O)Nc1nnc(S(N)(=O)=O)s1
    -15	4.8	-31	9	-81	3	-47	-7%	-32	1.9	·

# Later entries:
# Each structure is followed by: HT29 cell growth-1	HT29 cell growth-1 condensed nuclei	HT29 cell growth-1 ATP viability	A549 NSCLC growth	AID772	AID772 condensed nuclei	AID772 second	AID364	HT29 cell growth-2	HT29 cell growth-2 condensed nuclei	HT29 cell growth-2 ATP viability
- Cc1ccc(N(CC(=O)O)C2SC(=O)NC2=O)cc1 (configuration not stated)
    3	5.7	6	-8	-18	6	-5	6%	-31	2.2	-8
- CCSc1nc(O)c(C2OC(=O)c3c2ccc(OC)c3OC)c(=O)n1-c1ccccc1 (configuration not stated)
    19	5.3	8	-3	-3	3	-22	3%	-12	1.4	-1
- CC(C(=O)NC(=O)NCc1ccccc1)N1C(=O)c2ccccc2C1=O (configuration not stated)
    22	5.3	16	0	17	2	13	-8%	61	3.3	43
- CNC(=O)Oc1ccc2c(c1)[C@]1(C)CCN(C)[C@@H]1N2C
    -4	4.4	-3	3	30	3	16	10%	24	2.2	·
- CSc1nc(N)nc(SCC(=O)C23CC4CC(CC(C4)C2)C3)c1C#N
    -16	2.5	-16	75*	-87	3	-65	1%	37	2.9	6
- N#CCCN(CCC#N)c1nnc(-c2ccccc2)s1
    -35	1.7	-15	-7	-31	2	-56	-4%	-4	2.4	-18
- COc1cc2[nH]c3c(=O)n(CCN(C(C)C)C(C)C)cnc3c2cc1OC
    0	5.5	0	6	53	1	26	3%	34	1.6	17
- S=c1[nH]nc(-c2ccco2)n1C1CCCCC1
    -2	2.1	-10	3	4	8	0	-4%	25	2.2	-4
- CC1=CC(c2ccccc2)n2nc(N3C(=O)C4CC=CCC4C3=O)nc2N1 (configuration not stated)
    -21	4.3	-18	-8	-59	4	-66	-9%	4	1.9	-29
- CCCOC(=O)CSC1=C(C#N)C(c2ccccc2OC)C(C#N)C(=O)N1 (configuration not stated)
    38	3.8	-5	9	-16	2	-35	-5%	9	1.5	-14
- CC(=O)OCC(=O)[C@@]1(O)CC[C@H]2[C@@H]3CCC4=CC(=O)CC[C@]4(C)[C@H]3C(=O)C[C@@]21C
    13	2.1	-6	7	-30	3	-24	6%	23	5.9	·
- CC(=O)N(Cc1ccccc1)c1ccc(C(=O)O)cc1
    9	5.6	-9	0	-19	2	-34	1%	18	3.2	9
- O=C(CNC1C(=O)Nc2ccccc21)Sc1ccccc1 (configuration not stated)
    9	1.8	-5	-5	-17	6	-20	0%	-29	2.5	-2
- Cc1nn(-c2cccc(Cl)c2)c2c1C(c1ccncc1)C(C#N)=C(N)O2 (configuration not stated)
    -31	1.5	-11	11	34	2	-51	7%	10	3.3	-20
- CCN(CC)CCCn1c(C)cc2c(c1=O)C(c1cccc(Cl)c1)C(C#N)=C(N)O2 (configuration not stated)
    -4	4.9	9	5	40	10	39	-2%	63	2.8	19
- CC(C)(C)C1=Nn2c(nnc2C2CCCCC2)SC1
    26	5.5	8	1	13	6	-1	-4%	23	1.1	2
- O=C(Nc1ncccc1Cl)c1cccc(F)c1
    -30	1.9	-8	7	-43	1	-29	4%	-44	1.3	-8
- O=C(Nc1ccccc1C(=O)NCCCn1ccnc1)c1ccccc1
    22	3.1	6	-1	12	5	-21	1%	-6	2.0	-3
- O=C(CCN1CCc2ccccc21)c1ccc2c(c1)OCCO2
    14	3.9	1	31	-50	4	-66	0%	-5	3.6	-21
- CC1(C)Cc2c(sc3nc(SCC(=O)NCc4ccco4)n(-c4ccccc4)c(=O)c23)CS1
    -28	2.6	4	23	73	10	61	10%	66	2.7	40
- CCc1cccc(CC)c1N(COC)C(=O)Cn1nnc2ccccc21
    19	4.7	-2	-8	-6	10	29	2%	16	6.7	3
- COc1ccc(NC(=O)C2CSC3c4ccccc4C(=O)N23)cc1 (configuration not stated)
    -18	2.0	-12	25	38	3	-29	-4%	28	4.8	-16
- CCOC(=O)CCc1c(C)c(C#N)c2nc3ccccc3n2c1-n1ccnc1C
    24	5.2	8	1	38	3	20	4%	-13	10	5
- Nc1nnc(CSc2ccc(Cl)cc2)s1
    14	5.6	-1	13	35	2	24	5%	-2	2.6	-10
- O=C(NCc1cccnc1)/C(=N\O)c1ccccc1
    -36	3.8	0	1	54	8	12	6%	-16	1.2	6
- N#Cc1nc(-c2cccs2)oc1NCc1ccc2c(c1)OCO2
    -26	3.0	-10	52*	48	4	8	1%	9	1.6	2
- O=C(c1ccccc1)n1c(=S)nc2ccccn21
    -7	4.0	10	-7	43	1	7	10%	-31	2.0	12
- COC(=O)c1ccc(C2NC(C(=O)O)CS2)cc1 (configuration not stated)
    -2	1.7	-2	1	3	3	-20	11%	16	1.2	-11
- O=c1[nH]c2sc3c(c2c(=O)n1Cc1ccccc1)CCC3
    25	1.7	-7	7	-22	4	-21	1%	-12	0.5	-7
- Cc1sc(-n2c(C)ccc2C)c(C#N)c1C
    26	5.3	-6	0	-16	3	-36	-10%	-27	3.0	-9
- CCNC(=O)COn1c(SCC(=O)NCC)nc2ccccc2c1=O
    27	1.9	9	0	30	7	-4	-2%	32	2.4	10
- CN1CC(=O)Nc2ccc(F)cc2C1=O
    3	14	-9	-2	8	5	-6	6%	7	2.9	6
- CCCCCC#CCC#CCC#CCC#CCCCC(=O)O
    -33	3.5	-8	21	7	5	-2	0%	2	2.0	·
- CCOC(=O)CC1=C(C(=O)OCC)C(c2ccc(OC)c(OC)c2)C(C#N)=C(N)O1 (configuration not stated)
    29	2.7	-7	-2	0	2	-17	2%	59	3.9	-5
- N#Cc1nc(-c2cccs2)oc1NCCN1CCOCC1
    21	3.7	0	7	32	1	-4	2%	1	1.9	-13
- CC1(C)CC(=O)C2=C(C1)Oc1nc3ccccc3cc1C2C(C#N)C#N (configuration not stated)
    18	5.6	0	48	93*	0.0*	71*	35%	68	9.6	23
- CCCOc1ccc(Cn2c(O)cc(=O)[nH]c2=O)cc1
    -10	2.6	-4	3	27	2	-9	-13%	12	3.0	-2
- O=c1[nH]cnc2c1cnn2Cc1ccccc1
    28	3.8	-1	-4	-21	3	-62	-5%	-30	1.5	-19
- CCOC(=O)Cn1c(SC)nc2sc3c(c2c1=O)CC(C)(C)OC3
    -6	2.0	2	4	-8	4	-6	-5%	-19	2.1	23

# Screening data as filed in PubChem.
